CAL-PDZ inh HTS – blocks peptide binding to the human CAL PDZ domain. Q9HD26. purified CAL PDZ, TMR-peptide fluorescence polarization, 1 h. inhibition, % at 24.9 µM. 300,000 compounds, 0.92% hits. AID 602252;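 active = mean inhibition of at least 30% with at least half of replicates also reaching 30%; inconclusive = no clear call, values can overlap the other calls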;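 note: 0% = DMSO neutral control and 100% = excess unlabeled competitor peptide PRC23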
MOR-DOR inv ag – inverse agonists of human mu-delta opioid receptor heterodimerization; cell-based MOR-DOR heterodimer luminescence, inverse agonism; inhibition, % at 9.3 µM; 340,000 compounds, 0.21% hits; AID 504357; in the data active = inhibition above about 22%, passing the limit was not always enough;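 note: 0% = cells with DMSO and 100% = wells without cells with DMSO; values of inactives mirror those of a sister screen read the other way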
C-LANA FP – blocks KSHV LANA C-terminal domain binding to DNA. MBP-C-LANA/FAM-LBS DNA binding, fluorescence polarization. inhibition, % at 9 µM. 340,000 compounds, 0.078% hits. AID 504423;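 active = highest replicate inhibition at or above 60% at 9 µM, even if other replicates fall short; inactive = all replicates below 60% inhibition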;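 note: 0% = neutral control wells and 100% = 4 µM acridine orange control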
Cardiac RTF inh – cardiac RTF calcium desensitization; P19429+P45379; IANBD-labeled cardiac RTF, Ca2+ fluorescence; inhibition, % at 7.15 µM; 340,000 compounds, 0.12% hits;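 active = inhibition above the mean inhibition of all tested compounds plus 3 SD, cut at about 17% in these data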;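 note: assay run at fixed EC70 calcium of 1.6 mM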
V-ATPase pHluor – regulators of yeast V-ATPase proton transport. S. cerevisiae, pHLuorin cytosolic pH fluorescence. response, % at 10 µM. 350,000 compounds, 0.37% hits; in the data active = response mostly above about 7.3%, no sharp cut-off; inactive = mostly below about 5.4%; note: actives read high; inactives centre near 0; some compounds called inactive have numbers as strong as hits; reference of the scale not given here
OPRM1-OPRD1 ag – OPRM1-OPRD1 heterodimerization agonism. cells, luminescence. AID 504326. 340,000 compounds, 0.3% hits. activation, % at 9.3 µM; in the data active = activation above about 18%;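 note: 0% = vehicle-treated cells and 100% = reference agonist; values of inactives mirror those of a sister screen read the other way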
RTF Ca sens act – increases calcium sensitivity of human cardiac regulated thin filaments. P19429+P45379. IANBD-labeled TnC RTF fluorescence at EC20 calcium; 0% EC20 calcium, 100% full calcium. activation, % at 7.2 µM. 340,000 compounds, 0.24% hits. AID 493008;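 active = activation above the mean over all tested compounds plus 3 SD, cut at about 30% in these data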;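 note: rise in fluorescence read as greater calcium sensitivity of cardiac thin filaments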
HTR5A ag ctr – HTR5A agonism, opioid heterodimer counter-screen | P47898 | HTR5A agonist assay, luminescence, cell-based | activation, % at 9.3 µM | 340,000 compounds, 0.61% hits | AID 504692; in the data active = activation mostly above about 9.5%, no sharp cut-off; inactive = mostly below about 7.6%;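 note: 0% = cells with vehicle only and 100% = reference agonist; strong numbers were not always called active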
Target sequence (P47898 whole entry, looked up): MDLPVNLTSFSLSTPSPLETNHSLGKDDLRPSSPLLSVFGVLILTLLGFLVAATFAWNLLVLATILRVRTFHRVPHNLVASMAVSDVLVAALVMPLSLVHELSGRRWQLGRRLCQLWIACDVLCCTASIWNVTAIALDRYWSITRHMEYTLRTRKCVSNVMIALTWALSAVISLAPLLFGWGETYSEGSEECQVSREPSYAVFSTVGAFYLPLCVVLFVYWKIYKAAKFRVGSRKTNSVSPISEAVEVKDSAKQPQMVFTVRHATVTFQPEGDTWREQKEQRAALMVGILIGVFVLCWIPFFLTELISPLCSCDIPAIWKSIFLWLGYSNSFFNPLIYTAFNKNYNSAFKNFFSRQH
Keap1 Nrf2 FP – disrupts human Keap1 binding to Nrf2 peptide; inhibition, % at 9.4 µM; Keap1 Kelch-Nrf2 peptide fluorescence polarization, 1536-well; Q14145; 340,000 compounds, 0.15% hits; in the data active = inhibition above about 12%; inconclusive = no clear call, values can overlap the other calls; inactive = below about 7.3%;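 note: human Keap1 Kelch domain with fluorescein labeled Nrf2 9mer peptide probe; 0% = neutral control wells and 100% = peptide positive control; higher means more block of Keap1 binding to Nrf2 peptide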
Target sequence (Q14145 whole entry, looked up, the tested form may be a part): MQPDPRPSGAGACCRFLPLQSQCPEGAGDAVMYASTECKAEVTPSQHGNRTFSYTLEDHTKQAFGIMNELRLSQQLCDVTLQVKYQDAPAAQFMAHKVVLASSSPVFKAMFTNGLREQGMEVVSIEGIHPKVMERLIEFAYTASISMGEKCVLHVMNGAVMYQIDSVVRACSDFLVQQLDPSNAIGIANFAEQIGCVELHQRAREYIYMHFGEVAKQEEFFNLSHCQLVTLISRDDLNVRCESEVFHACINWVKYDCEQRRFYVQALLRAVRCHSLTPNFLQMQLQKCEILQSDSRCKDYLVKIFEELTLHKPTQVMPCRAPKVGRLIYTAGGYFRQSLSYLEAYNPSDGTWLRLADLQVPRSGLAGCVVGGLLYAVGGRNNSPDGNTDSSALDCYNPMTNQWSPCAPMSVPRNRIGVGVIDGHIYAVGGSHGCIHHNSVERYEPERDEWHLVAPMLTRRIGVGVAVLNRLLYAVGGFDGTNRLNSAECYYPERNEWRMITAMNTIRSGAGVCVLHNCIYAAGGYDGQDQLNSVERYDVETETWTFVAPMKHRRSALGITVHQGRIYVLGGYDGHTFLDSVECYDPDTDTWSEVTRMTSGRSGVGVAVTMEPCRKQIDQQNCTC
HTR5A inv ag – HTR5A inverse agonism, opioid heterodimer counter-screen; P47898; HTR5A cell line, luminescence; inhibition, % at 9.3 µM; 340,000 compounds, 0.083% hits; AID 504634; in the data active = inhibition mostly above about 23%, no sharp cut-off; inactive = mostly below about 18%;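 note: 0% = cells with DMSO and 100% = no-cell wells with DMSO; some compounds called inactive have numbers as strong as hits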
Active calls of the source: *; ? = inconclusive; nt = not tested or not shown. Random draw from the library, and some 2.8% of all compounds hit somewhere here.

mol,C-LANA FP,HTR5A ag ctr,HTR5A inv ag,Keap1 Nrf2 FP,RTF Ca sens act,Cardiac RTF inh,MOR-DOR inv ag,V-ATPase pHluor,OPRM1-OPRD1 ag,CAL-PDZ inh HTS
CCCN1CCN(C(=O)Cn2ncc3c([nH]c4ccc(C)cc43)c2=O)CC1,1.8,7,18,-4,-1,-3,7,1,-1.5,7
N#CC(CCc1ccccc1[N+](=O)[O-])(CCc1ccccc1[N+](=O)[O-])C(N)=O,0.6,-1,5,-6,0,-2,7,0,-1.3,53*
CCC(C)(C)NC(=O)C1CCN(S(=O)(=O)c2cccs2)CC1,1.3,nt,nt,2,nt,nt,nt,-1,nt,4
O=C(NCc1ccccc1Cl)c1ccc(S(=O)(=O)N2CCCC2)cc1,-1.0,11*,4,2,-2,-6,20,-3,-5.0,nt
CCNc1nc(NC(C)C)nc(N(n2cnnc2)S(=O)(=O)c2ccc(C)cc2)n1,-0.2,0,2,-3,2,-7,7,-2,-1.2,-3
CCC(=O)Nc1cccc(-n2nnnc2SCC(=O)NCc2ccco2)c1,-2.8,-7,5,0,0,4,6,3,-1.0,2
N#C/C(=C\C1=C(N2CCOCC2)C(=C\c2ccccc2)/CC1)C(=O)Nc1ccccc1F,-1.7,-1,2,-7,12,-6,-7,4,1.0,2
Cc1nn(-c2ccccc2)c(C)c1C(=O)OCC(=O)Nc1cccc(S(N)(=O)=O)c1,0.5,3,-11,-6,-5,0,19,0,-3.5,nt
O=C1S/C(=C/c2ccc(N3CCOCC3)o2)C(=O)N1Cc1ccc(F)cc1,-0.6,-2,6,-7,72*,-51,6,-1,-1.3,-4
CCOc1ccccc1N1CCN(C(=O)NC2CCCCC2)CC1,0.6,0,-14,-5,1,1,19,-3,-3.4,-1
C=CCN(C(=O)Nc1ccc2oc(C)nc2c1)c1ccccc1,1.9,3,-5,-2,-2,4,0,2,0.0,-3
O=C(CCC1CCCN(C(=O)c2ccc3cc[nH]c3c2)C1)N1CCN(c2ccccn2)CC1 (stereo unspecified),-0.1,2,6,1,5,-4,11,0,-2.0,nt
N#C/C(=C\c1c(Oc2ccccc2Cl)nc2ccccn2c1=O)C(=O)NC1CCS(=O)(=O)C1 (stereo unspecified),0.8,1,-6,3,-4,-8,-21,-3,2.5,-3
CCC(CC)c1nnc(NC(=O)COc2ccc3c(C)cc(=O)oc3c2)s1,1.1,4,4,-3,-2,-6,4,6,-0.8,nt
Cc1nn(-c2ccccc2)c(C)c1/C=C/C(=O)OC(C)C(N)=O (stereo unspecified),0.2,6,20,-4,-1,-14,8,-1,-1.7,1
Cc1onc(-c2c(Cl)cccc2Cl)c1C(=O)c1c[nH]c(C(=O)NCC2CCCO2)c1 (stereo unspecified),0.7,2,-6,2,0,6,6,2,-1.2,5
COC(=O)CSc1nc(-c2ccc(F)cc2)cc(C(F)(F)F)n1,-0.3,-2,6,-5,3,-3,-15,0,3.0,-1
CCCSCCCNC(=O)Cn1nc(CC)n2c(cc3c(OC)cccc32)c1=O,1.9,10,-37,-5,1,1,19,-1,-3.3,6
O=C(c1ccccc1)c1c(O)cc(-c2ccccc2)oc1=O,2.8,-6,21,2,2,-5,3,-4,-0.7,-1
O=c1c(-c2ccc(Br)cc2)coc2c(CN3CCCCC3)c(O)ccc12,0.5,1,-3,-2,-1,-9,7,1,-1.4,-2
Cc1ccc(-n2c(CCc3nc4ccccc4[nH]3)n[nH]c2=S)cc1,0.2,1,27,-2,-3,0,-4,2,0.8,-1
CCCCSc1nnc(-c2ccc(NC(=O)CC)cc2)n1C,0.4,0,0,-7,7,-11,12,-2,-2.8,-8
O=c1oc(-c2ccccc2)nc2sc3c(c12)CCC3,3.0,0,0,-5,5,-6,14,-1,-2.1,-3
Cc1ccc(C)c(-n2c(SCC(=O)NC(C(=O)O)C(C)C)nnc2-c2cccc(Cl)c2)c1 (stereo unspecified),0.5,-2,5,-5,-1,-13,12,-2,-2.1,-4
Cc1cc(C)n(CCC(=O)N/N=C/c2c(O)ccc3ccccc23)n1,0.8,3,-18,?,3,-6,-5,4,0.9,2
CN(C)S(=O)(=O)c1ccc(Cl)c(NC(=O)COC(=O)CN2C(=O)C3CCCCC3C2=O)c1 (stereo unspecified),-0.4,1,-2,-2,-4,4,12,-2,-2.3,5
CCCc1cc(=O)[nH]c(SCC(=O)Nc2sccc2C#N)n1,2.1,2,19,0,-4,4,8,-2,-1.3,-4
Cc1ccc(Cn2nc(C)c(/C=N/NC(=O)c3cccnc3)c2C)cc1,1.6,-1,3,-4,0,4,7,2,-1.3,-2
COc1ccc(-c2noc3c2-c2nc(-c4ccc(Cl)cc4)sc2CC3)cc1,3.9,-2,10,-7,-4,2,15,-1,-2.7,-4
CCN(C(=O)c1ccc(S(=O)(=O)N2CCCC2)cc1)C1CCS(=O)(=O)C1 (stereo unspecified),-0.7,1,2,0,-1,-1,7,2,-1.1,-2
Cc1cc(C(F)F)nn1CC(=O)N1CCSCC1,0.9,16*,6,-3,-4,0,10,-2,-2.0,-1
Cc1ccccc1NC(=O)C1CCCN1/C=C/C(=O)C(F)(F)F (stereo unspecified),-2.0,0,1,1,-2,-2,14,5,-2.7,8
O=C(CCC1COc2ccccc2O1)Nc1ncccc1O (stereo unspecified),1.4,-2,12,-1,-3,-2,2,-1,-0.5,-6
CC(OC(=O)CCC(=O)c1ccc(F)cc1)C(=O)NC1CCCCC1C (stereo unspecified),2.2,4,-36,2,-4,-4,11,0,-2.0,nt
C/C(=N/NC(=O)CNC(=O)c1cccs1)c1ccco1,1.1,2,10,2,4,0,1,0,-0.2,0
Cc1nn(-c2ccccc2)c2c1/C(=N/O)CC(C)(C)C2,-0.8,-6,-12,3,0,-2,2,0,-0.5,-7
Cc1ccsc1/C=C(\C#N)C(=O)NCc1ccco1,0.8,-1,15,-6,-2,-5,13,0,-2.4,-2
CC(NC(=S)Nc1ccccc1)C1COc2ccccc2O1 (stereo unspecified),-0.1,1,9,-4,1,0,-4,0,0.7,-4
Cc1c(NC(=S)N/C(=N/S(=O)(=O)c2ccc(Cl)cc2)c2ccccc2)c(=O)n(-c2ccccc2)n1C,1.0,-3,9,5,-2,8,19,1,-3.5,2
Nc1ccn(-c2ncc(C(F)(F)F)cc2Cl)c(=O)n1,-0.4,7,-21,-11,3,-7,10,0,-1.9,3
Cc1cc(C)c(C)c(S(=O)(=O)N[C@@H](C)C(=O)OC(C)C(=O)NC(N)=O)c1C (stereo partly specified),-0.7,3,-1,-3,7,-1,2,1,-0.4,-1
Cc1cc(NS(=O)(=O)c2ccc(NC(=O)NC3CCCCC3)cc2)no1,2.4,2,-42,-2,1,-1,2,-2,-0.4,-3
Cc1ccc(NC(=O)Nc2ccnc(-c3cccnc3)n2)cc1,1.3,13,12,-1,3,-13,-5,0,1.1,-3
Cc1cccc(C)c1NC(=O)CNCC(=O)Nc1c(C)cccc1C,0.7,5,-18,-2,1,-10,9,-2,-1.9,-2
COc1ccc(CNC(=O)Cn2nc([N+](=O)[O-])c(Br)c2C)cc1,0.1,0,-24,6,-2,-6,4,7,-0.8,nt
O=Cc1cccn1Cc1ccc(Cl)cc1Cl,3.7,6,5,6,4,-2,-15,6,2.8,5
COc1c(Br)cc(/C=N/n2c(-c3ccccc3)n[nH]c2=S)c(O)c1Br,3.2,-1,3,-3,-10,5,-1,3,0.2,-4
Nc1nc(N)c(C=Nc2ccc(Br)cc2)c(Nc2ccc(Br)cc2)n1,0.6,1,-3,-2,-4,10,-50,0,9.7,-2
Cc1ccc(-c2ccc(=O)[nH]n2)cc1,0.2,2,12,-3,-2,-4,13,0,-2.3,nt
Cc1c(C(=O)O)[nH]c2ccc([N+](=O)[O-])cc12,1.4,nt,nt,-4,nt,nt,nt,3,nt,2

The list goes on:
mol,C-LANA FP,HTR5A ag ctr,HTR5A inv ag,Keap1 Nrf2 FP,RTF Ca sens act,Cardiac RTF inh,MOR-DOR inv ag,V-ATPase pHluor,OPRM1-OPRD1 ag,CAL-PDZ inh HTS
O=C(CSc1ccccc1)Nc1ccncc1,1.8,-3,18,3,-2,3,11,-2,-1.9,-4
COc1ccc(CN2C(=O)CN=C2Nc2ccc(C)cc2C)cc1,-0.8,-1,8,0,-10,5,-17,-3,3.4,-3
O=C(CCCn1c(=S)[nH]c2ccsc2c1=O)Nc1ccc2c(c1)OCCO2,-1.0,-1,2,-1,7,-6,7,-2,-1.4,-7
CCc1nc(NCCN2CCOCC2)c2oc3ccccc3c2n1,-0.8,8,-20,-2,-3,1,6,0,-1.3,1
Cc1nn(Cc2ccc(Cl)cc2Cl)c(C)c1NC(=O)c1sc2ccccc2c1Cl,-1.4,0,-11,0,-4,-2,8,-6,-1.3,-8
CCOC(=O)c1[nH]nc(C(=O)c2ccc(Br)cc2)c1O,0.4,-1,5,0,2,-8,12,6,-2.6,-4
COc1cc(C(C)=O)ccc1OC(=O)CN1C(=O)c2ccccc2C1=O,1.2,-2,6,-5,-2,5,17,-1,-3.9,-5
O=c1c(-c2ccccc2)c(O)nc(SCCN2CCOCC2)n1-c1ccccc1,-2.1,3,5,-2,3,-14,12,2,-2.4,0
O=C(O)c1cccc(Cn2c(Cl)c(/C=N/NC(=O)c3ccc(O)cc3)sc2=O)c1,-1.8,-2,-16,-3,-2,-1,16,-1,-3.0,-5
C=CCN(C(=O)Cn1nc(C)n2c(cc3cc(C)ccc32)c1=O)c1ccccc1,0.3,-2,8,2,-5,-1,18,6,-3.5,-2
N#CC1=C(N)C(C#N)(C#N)[C@H](c2ccoc2)[C@H]2CN(Cc3ccccc3)CC=C12,27,3,-8,10,31*,-50,-6,2,1.1,-3
CN(C)S(=O)(=O)c1ccc(Oc2ccccc2)cc1,-1.3,-2,5,1,0,0,5,0,-0.8,-2
CC(OC(=O)C1CCN(S(=O)(=O)c2ccc(F)cc2)CC1)C(=O)NC1CCCCC1C (stereo unspecified),0.0,-1,-2,0,-9,-10,6,2,-0.9,-5
COc1ccc(-c2noc(CN(C)C3CCOCC3)n2)cc1,2.0,-1,22,-1,-6,-10,7,-3,-1.3,-6
O=C(Oc1ccc(Br)cc1C(=S)N1CCCCC1)c1cc([N+](=O)[O-])cc([N+](=O)[O-])c1,1.5,-8,20,2,3,-3,-30,-2,5.3,-2
CNC(=O)CSc1nnc(-c2ccco2)n1-c1cccc(OC)c1,-0.9,1,-3,-4,2,-4,12,7,-2.4,-5
Cc1ccc(C(=O)Nc2ccc(N3CCOCC3)cc2)cc1,0.2,1,17,-1,0,2,-1,0,0.2,-1
CN(C)c1ccc(/C=N/Nc2nc3ccccc3o2)cc1,-1.0,-2,8,-4,8,-4,-14,1,3.1,1
CC(=O)c1cccc(NC(=O)N2CCC(NC(=O)C34CC5CC(CC(C5)C3)C4)CC2)c1,-0.9,1,10,-6,2,0,5,0,-1.1,4
COc1cccc(C(O)c2nc3ccccc3n2C(C)C)c1 (stereo unspecified),0.5,-1,3,-2,6,-8,-6,1,1.1,1

Screening results (PubChem)
